# Screens (PubChem)
# ARNT TACC3 PPI – disrupts binding between human ARNT and TACC3; Q9Y6A5; AlphaScreen His-ARNT PAS-B/GST-TACC3 binding, luminescence; TACC3 fragment carries E629A point mutation; inhibition, % at 9.99 µM; 390,000 tested, 0.66% active; AID 623870;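 active = mean inhibition of replicates at least 50% and at least half of replicates each reaching 50%; inconclusive = half or more replicates reach 50% but mean below 50%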;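 note: 0% = complete ARNT plus TACC3 wells and 100% = ARNT alone without TACC3; many hits fall short of the cut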
# RAD52 inh – inhibitors of human RAD52 DNA annealing. P43351. recombinant RAD52 DNA annealing, FRET fluorescence. inhibition, % at 18.7 µM. 360,000 tested, 0.46% active. AID 651710;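 active = every replicate showing at least 50% inhibition; inconclusive = mean inhibition at least 50% but not in every replicate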
# RAD54 branch – blocks human RAD54 Holliday junction branch migration | Q92698 | FAM/BHQ fluorescence | inhibition, % at 10.4 µM | 360,000 tested, 0.14% active | AID 602329;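 active = mean normalized replicate activity at least 40 and at least half of replicates scoring 40 or more; inconclusive = only one of the two criteria met; inactive = mean below 40 and under half of replicates reaching 40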;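 note: 0% = median of neutral control wells and 100% = median of positive control wells; inhibitors cause a drop in the FAM fluorescence signal; in these data hits start at about 50%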
# Target sequence (Q92698 whole entry, looked up): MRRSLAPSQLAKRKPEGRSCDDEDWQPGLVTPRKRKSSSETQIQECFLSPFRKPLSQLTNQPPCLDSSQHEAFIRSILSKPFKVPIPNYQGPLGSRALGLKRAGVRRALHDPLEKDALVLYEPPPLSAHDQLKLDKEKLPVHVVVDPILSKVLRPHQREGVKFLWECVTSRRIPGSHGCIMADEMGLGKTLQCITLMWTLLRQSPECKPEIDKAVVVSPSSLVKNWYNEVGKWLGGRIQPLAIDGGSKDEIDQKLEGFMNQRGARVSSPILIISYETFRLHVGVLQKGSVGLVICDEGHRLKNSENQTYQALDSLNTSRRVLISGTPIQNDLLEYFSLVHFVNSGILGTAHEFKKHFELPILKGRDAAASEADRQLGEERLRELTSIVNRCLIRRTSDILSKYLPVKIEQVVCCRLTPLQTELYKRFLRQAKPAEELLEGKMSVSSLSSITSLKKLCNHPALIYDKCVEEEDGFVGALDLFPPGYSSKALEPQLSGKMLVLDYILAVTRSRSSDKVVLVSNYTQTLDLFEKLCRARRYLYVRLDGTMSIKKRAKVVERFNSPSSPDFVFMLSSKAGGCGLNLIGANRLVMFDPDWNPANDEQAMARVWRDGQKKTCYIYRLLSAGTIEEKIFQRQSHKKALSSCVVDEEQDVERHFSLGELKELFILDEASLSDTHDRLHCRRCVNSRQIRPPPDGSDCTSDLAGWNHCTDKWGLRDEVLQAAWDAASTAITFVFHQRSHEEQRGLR
# esBAF inh – SWI/SNF esBAF complex inhibition; mouse ES cells, Bmi1-luciferase knock-in reporter, 24 h; 100% = twice the neutral-well signal; reporter increase, % at 12.5 µM; 350,000 tested, 2% active; in the data active = activation above about 40%; inconclusive = no clear call, values can overlap the other calls;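 note: 0% = median of the plate's neutral control wells and 100% = double that signal; a rise in the Bmi1 reporter signal indicates esBAF inhibition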
# ERp5 block – ERp5 (human) disulfide isomerase inhibition | 350,000 tested, 0.05% active | Q15084 | AID 651711 | inhibition, % at 9.99 µM | ERp5 insulin aggregation, absorbance 650 nm, 90 min;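 active = mean replicate inhibition above about 25%, with every replicate also reaching it, limit read from the data, passing the limit was not always enough; inconclusive = only one of those two criteria met; inactive = neither criterion met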
# PglD DTNB – blocks C. jejuni PglD acetyltransferase activity; purified PglD enzyme, DTNB colorimetric CoA detection; 360,000 tested, 0.098% active; inhibition, % at 12.5 µM; in the data active = inhibition above about 16%, passing the limit was not always enough; inconclusive = no clear call, values can overlap the other calls; note: strong numbers were not always called active
# Casp6 inh – blocks human caspase-6 cleavage activity; purified caspase-6, Z-VEID-R110 cleavage fluorescence; 350,000 tested, 0.53% active; inhibition, % at 12.5 µM; P55212;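 active = mean inhibition across replicates at least about 35%, with every replicate also reaching that limit, limit read from the data; inconclusive = only one of the two criteria met; inactive = neither criterion met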;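 note: 0% = median of neutral control wells and 100% = no fluorescence left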
# Target sequence (P55212 24-179 limits assumed): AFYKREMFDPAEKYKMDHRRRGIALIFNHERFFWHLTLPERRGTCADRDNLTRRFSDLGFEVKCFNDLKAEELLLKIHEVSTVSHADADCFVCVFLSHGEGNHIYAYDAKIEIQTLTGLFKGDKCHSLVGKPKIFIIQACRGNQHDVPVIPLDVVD
# Target sequence (P55212 194-293 limits assumed): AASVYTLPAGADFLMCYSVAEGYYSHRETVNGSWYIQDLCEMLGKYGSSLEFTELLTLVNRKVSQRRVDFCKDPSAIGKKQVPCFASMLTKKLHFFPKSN
# E-selectin induc – E-selectin induction on HUVECs | HUVEC E-selectin immunofluorescence imaging; normalized: neutral wells 0, TNF-alpha wells 100 | activation, % at 7.58 µM | 260,000 tested, 0.37% active;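 active = mean E-selectin-positive cell signal at least 10% of the positive control, reached in at least 60% of replicates, without over 20% cell loss; inconclusive = no rule given, readout overlaps actives, possibly toxicity-flagged; inactive = the rest, including those meeting only one limit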;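 note: in these data hits start at about 27%; measured in HUVEC primary endothelial cells; signal is the percent of cells scored E-selectin positive by PE staining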
#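 System: HUVEC, human umbilical vein endothelial cells; quantity: 3,000 cells/well; buffer or medium: EGM-2 medium, gelatin-coated wells; dosing: single-point compound dose; detection: immunofluorescence imaging; evaluation: % PE-positive cells; benchmarks: TNF-alpha, DMSO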
# * marks the source's active call; other numbers are inactive results; u = inconclusive; x = no result given.
SMILES,ARNT TACC3 PPI,RAD52 inh,RAD54 branch,esBAF inh,ERp5 block,PglD DTNB,Casp6 inh,E-selectin induc
C[C@@H]1CCCCO[C@@H](CN(C)Cc2ccc3c(c2)OCO3)[C@@H](C)CN([C@H](C)CO)C(=O)c2cc(NC(=O)Nc3ccc4c(c3)OCO4)ccc2O1,14,1,3,-2,2,-2,-3,x
CC(Nc1nc(-c2ccc(F)cc2)cs1)c1nc2cc(C(F)(F)F)ccc2n1CCCO (centres undefined),-2,-20,-6,-5,12,3,1,0.4
COc1cc(C(=O)Nc2cnc(NC(=O)C(C)C)cc2C)cc(OC)c1OC,-4,x,-4,-9,x,7,x,x
COc1ccc(CCC(=O)Nc2nc3ccccc3[nH]2)cc1,-2,x,4,46*,x,1,x,x
CC(C)[C@H](N)C(=O)N1CCC(C(=O)N[C@@H](Cc2ccccc2)C(=O)NCc2ccc(F)cc2)CC1,-3,5,-2,1,-6,-1,4,-1.0
CS(=O)(=O)c1ccccc1-c1nnc(NC(=O)c2ccc3ncsc3c2)o1,50*,-22,6,18,-6,-2,19,x
CCCCOc1ccc(C2C(=O)N(C3CCCCC3)CC(=O)N2CC2CCCO2)cc1 (centres undefined),3,x,7,4,x,5,x,x
Cc1cc(Cl)c2oc(C(=O)N(C)C(C)c3ccccn3)c(C)c2c1 (centres undefined),-4,-11,3,31,8,0,7,-0.3
O=C(C[C@H]1CC[C@@H]2[C@H](COC[C@H](O)CN2Cc2ccc(Cl)cc2)O1)NCc1cccc(F)c1,-2,-11,-3,-5,0,-1,1,0.2
CC(C)c1ccc(NC(=O)CCNS(=O)(=O)c2cccc3nonc23)cc1,2,x,0,-3,x,1,x,x
O=C1/C(=C\c2cccnc2)Sc2ccccc21,1,-24,x,x,3,x,-3,9.0
Cc1ccc(OCC(=O)NC(=S)Nc2ccc(Br)cn2)cc1,3,-16,x,x,1,x,-3,0.1
COc1cc(/C=C2/C(=O)N(C)C(=S)N2C)ccc1OCc1cccc(F)c1,-3,-204,-2,-3,-3,-1,-5,x
Cc1nnc(SCC(=O)NCc2ccc3c(c2)OCO3)s1,3,x,10,-5,x,1,x,x
Cn1c2ccccc2c2nnc(SCC(=O)Nc3ccccc3F)nc21,-32,0,-5,4,2,2,17,x
CCS(=O)(=O)CCSc1nc2ccccc2o1,2,-9,7,-10,2,1,-3,x
O=C1NC2(CCCCCC2)N=C1c1ccc(F)cc1,-4,x,0,0,x,0,x,x
Nc1nonc1C(=O)NCCNCc1c(OCc2ccccc2F)ccc2ccccc12,2,x,5,-36,x,-6,x,x
O=C(Nc1ccccc1F)N1CC(=O)N2[C@H](CO)[C@@H](c3ccc(C#CC4CCCC4)cc3)[C@@H]2C1,x,13,x,x,6,x,2,0.0
COc1cc2c(=O)n(-c3ccc(C)cc3)c(=O)n(CC(=O)c3ccc4c(c3)OCO4)c2cc1OC,-5,x,-7,5,x,-1,x,x
COCCn1c(SCC(=O)Nc2nnc(C)s2)nnc1-c1c[nH]c2ccccc12,3,-21,x,x,1,x,1,x
COc1ccc(C)cc1NC(=O)C1CC(=O)N(Cc2ccco2)C1 (centres undefined),-6,x,6,-5,x,1,x,x
CC1Cc2ccccc2N1S(=O)(=O)c1cccc(C(=O)N2CCCCC2)c1 (centres undefined),2,-15,x,x,2,x,-1,-0.5
O=C(Nc1nc(-c2ccncc2)cs1)c1ccco1,7,x,-5,u,x,-1,x,x
Cc1ccc(S(=O)(=O)N[C@@H]2CC[C@@H](CC(=O)NCc3ccc(Cl)c(Cl)c3)O[C@H]2CO)cc1,-1,4,8,9,-4,1,3,-0.4
Cc1cccc(NC(=O)CNC(=O)COC(=O)c2ccc(C(C)(C)C)cc2)c1C,-3,-2,7,3,-4,-2,0,-0.2
CCOc1ccc(C(=O)Nc2cc(C)on2)cc1,-3,x,-22,-15,x,0,x,x
Cc1cc(C(=O)COc2cccnc2[N+](=O)[O-])c(C)n1Cc1cccs1,2,-3,-1,-7,-1,-2,x,x
CC1(C(=O)NS(=O)(=O)c2ccccc2Cl)CCN1C(=O)c1ccccc1CCc1ccccc1 (centres undefined),x,-6,3,11,0,-2,-4,0.2
O=C(Nc1nc2ccc(S(=O)(=O)N3CCCCC3)cc2s1)c1ccncc1,1,x,1,-4,x,5,x,x
O=C(CSc1ccc2c(c1)OCCO2)NCc1ccco1,-3,x,-1,-2,x,11,x,0.7
Cc1cccc(N2CCN(CC(=O)NCc3ccccc3)CC2)c1C,-2,-24,-6,-6,0,2,2,-0.1
CCc1cccc(NC(=O)C2CCCN(S(=O)(=O)c3ccc4[nH]c(=O)ccc4c3)C2)c1 (centres undefined),2,-13,2,6,1,-3,3,-0.1
COc1ccccc1NS(=O)(=O)N(C)C,-5,x,4,6,x,4,x,x
COc1ccc(-n2c(=O)c3ccccc3n(CC(=O)Nc3cccc(OC)c3)c2=O)cc1,0,-2,x,x,3,x,1,17
O=c1oc(-c2cc3ccccc3o2)nc2sc3c(c12)CCCC3,-10,-44,-7,53*,7,0,0,x
CC(C)[C@@H](NC(=O)C1CCN(C(=O)[C@@H]2CCCN2C(=O)OC(C)(C)C)CC1)C(=O)NCc1ccc(F)cc1,-3,-5,0,-1,0,4,-2,x
CCOC(=O)c1c(C)[nH]c(C(=O)OCC(=O)N2CCc3ccccc32)c1C,-1,x,-5,1,x,5,x,x
C=CCC[C@H](Cc1ccc(F)cc1)C(=O)OC[C@H](Cc1c[nH]c2ccccc12)NC(=O)[C@@H](CC=C)CC(=O)N[C@H](CO)Cc1ccccc1,0,-10,10,9,3,-3,-6,0.2
O=C(NCC[C@@H]1CC[C@H](NS(=O)(=O)c2cccc(F)c2)[C@@H](CO)O1)c1cnccn1,-27,15,5,0,-1,-1,-6,-0.5
CCOC(=O)C(C)Sc1nc(N)c(NC(=O)c2ccc(OC)c(OC)c2)c(=O)[nH]1 (centres undefined),-4,-12,1,-1,-2,1,1,2.6
CCOc1ccc(-c2cc(C(=O)Nc3ccc(F)cc3)[nH]n2)c(C)c1,x,-11,-7,65*,-9,7,1,x
CC1(C(=O)NS(=O)(=O)c2ccc(Cl)cc2)CCN1C(=O)C1CC1 (centres undefined),x,-3,11,6,-2,2,-2,x
CCOC(=O)c1c(C)oc2cc(Sc3ccccc3)c(O)c(O)c12,x,-13,11,u,-4,-10,-5,x
COc1cccc(/C=N/NC(=O)C[n+]2ccccc2)c1OC,0,x,-3,x,x,-2,x,-0.5
Cc1ccccc1C(=O)N(C)c1ccccc1C(=O)NCc1ccccc1,5,2,7,x,-4,-7,-2,x
C[C@H](CO)N1C[C@H](C)[C@H](CN(C)C(=O)Nc2ccc(F)cc2)Oc2c(NC(=O)Nc3ccc(F)cc3)cccc2C1=O,1,8,-12,2,-3,3,x,0.6
O=C(O)CS(=O)CC(=O)Nc1cccc(C(F)(F)F)c1 (centres undefined),-4,2,x,x,2,x,4,x
CN(C)c1ccc(NC(=S)N2CCN(c3ncc(C(F)(F)F)cc3Cl)CC2)cc1,6,-17,x,x,0,x,0,-0.1
COc1ccc(-c2nnc(SCc3cccc(C)c3)n2N)cc1,-8,x,-5,3,x,2,x,x
CCCCC(=O)N(C)c1c(CC)nc2c(OCCC3CCCCC3)cccn12,x,3,-1,8,-4,-2,7,x
Nc1cc(SCc2ccc([N+](=O)[O-])cc2)ncn1,-6,0,1,10,6,-1,2,-0.3
C[C@@H]1CN([C@H](C)CO)C(=O)c2cccc(NC(=O)C3CCCCC3)c2O[C@H]1CN(C)C(=O)Nc1ccc2c(c1)OCO2,-1,12,-5,-2,1,-1,1,0.2
O=C(COC(=O)/C=C/c1ccccc1[N+](=O)[O-])Nc1ccc(OCc2ccccc2)cc1,-4,10,x,x,0,x,3,-2.7
CC1=NN(c2ccc(C)c(C)c2)C(=O)C1C(c1cccc(O)c1)C1C(=O)N(c2ccc(C)c(C)c2)N=C1C (centres undefined),2,x,2,-3,x,-3,x,x
COc1nc(C)ccc1-c1noc(-c2ccncc2)n1,6,x,7,20,x,-4,x,x
O=C(CN1CCc2ccccc2C1)Nc1ccccc1N1CCCCCC1,-16,x,6,2,x,-1,x,x
COc1ccc(S(=O)(=O)N2CCCCC2)cc1NC(=O)c1cnc(C)cn1,-16,-9,4,3,1,5,2,2.0
N#CC(CCc1ccccc1[N+](=O)[O-])(CCc1ccccc1[N+](=O)[O-])C(N)=O,-1,-13,-1,6,-2,4,-3,-0.2
O=S(=O)(NCC[C@@H]1CC[C@H](NS(=O)(=O)c2ccccc2Cl)[C@H](CO)O1)c1ccc(F)cc1,-8,-16,0,4,2,0,0,0.6

# (listing goes on)
SMILES,ARNT TACC3 PPI,RAD52 inh,RAD54 branch,esBAF inh,ERp5 block,PglD DTNB,Casp6 inh,E-selectin induc
CN(CC1CCCN(CCc2ccc(Cl)cc2)C1)C(=O)c1ccco1 (centres undefined),1,-8,-4,x,-2,-2,-6,x
CC[C@@]1(C(=O)OC)N[C@H](CN(C)C(=O)Nc2ccc(OC)cc2)[C@@H]2C(=O)N(C)C(=O)[C@@H]21,-2,-17,5,3,-2,-2,2,x
C[C@@H]1CN([C@H](C)CO)C(=O)c2cccc(NC(=O)Nc3ccccc3)c2O[C@H]1CN(C)S(=O)(=O)c1ccc(Cl)cc1,1,24,-5,0,2,0,1,0.4
Cc1ccc(S(=O)(=O)CNC(=S)c2ccc3ccccc3c2)cc1,4,-14,-6,-3,3,6,5,x
COc1cccc(-c2ccc3c(c2)O[C@@H](CN(C)C(C)=O)[C@@H](C)CN([C@@H](C)CO)S3(=O)=O)c1,-6,-3,7,1,5,-1,1,0.1

# A second format for part of the listing above:
smiles | ARNT TACC3 PPI | RAD52 inh | RAD54 branch | esBAF inh | ERp5 block | PglD DTNB | Casp6 inh | E-selectin induc
Nc1cc(SCc2ccc([N+](=O)[O-])cc2)ncn1 | -6 | 0 | 1 | 10 | 6 | -1 | 2 | -0.3
C[C@@H]1CN([C@H](C)CO)C(=O)c2cccc(NC(=O)C3CCCCC3)c2O[C@H]1CN(C)C(=O)Nc1ccc2c(c1)OCO2 | -1 | 12 | -5 | -2 | 1 | -1 | 1 | 0.2
O=C(COC(=O)/C=C/c1ccccc1[N+](=O)[O-])Nc1ccc(OCc2ccccc2)cc1 | -4 | 10 | x | x | 0 | x | 3 | -2.7
CC1=NN(c2ccc(C)c(C)c2)C(=O)C1C(c1cccc(O)c1)C1C(=O)N(c2ccc(C)c(C)c2)N=C1C (centres undefined) | 2 | x | 2 | -3 | x | -3 | x | x
COc1nc(C)ccc1-c1noc(-c2ccncc2)n1 | 6 | x | 7 | 20 | x | -4 | x | x
O=C(CN1CCc2ccccc2C1)Nc1ccccc1N1CCCCCC1 | -16 | x | 6 | 2 | x | -1 | x | x
COc1ccc(S(=O)(=O)N2CCCCC2)cc1NC(=O)c1cnc(C)cn1 | -16 | -9 | 4 | 3 | 1 | 5 | 2 | 2.0
N#CC(CCc1ccccc1[N+](=O)[O-])(CCc1ccccc1[N+](=O)[O-])C(N)=O | -1 | -13 | -1 | 6 | -2 | 4 | -3 | -0.2
O=S(=O)(NCC[C@@H]1CC[C@H](NS(=O)(=O)c2ccccc2Cl)[C@H](CO)O1)c1ccc(F)cc1 | -8 | -16 | 0 | 4 | 2 | 0 | 0 | 0.6
CN(CC1CCCN(CCc2ccc(Cl)cc2)C1)C(=O)c1ccco1 (centres undefined) | 1 | -8 | -4 | x | -2 | -2 | -6 | x
CC[C@@]1(C(=O)OC)N[C@H](CN(C)C(=O)Nc2ccc(OC)cc2)[C@@H]2C(=O)N(C)C(=O)[C@@H]21 | -2 | -17 | 5 | 3 | -2 | -2 | 2 | x
